Screening data from PubChem.
PLK1 PBD inh: qHTS for Inhibitors of PLK1-PDB (polo-like kinase 1 - polo-box domain): Primary Screen; Serine/threonine-protein kinase PLK1 (Homo sapiens), P53350; Plk1 PBD binding of FITC phosphopeptide, fluorescence polarization; Potency, µM, without a hit: max response, negative = inhibition, most hits filed as inhibitors; 2.8% of 360,000 active; AID 720504, 2013; also: potency is read from the fitted curve at half-maximal effect; series mostly up to about 57 µM; % is scaled to controls: 0 for no effect and ±100 for the full control effect; nearly all actives have a fitted effect of over 65% in size
Target sequence (P53350 whole entry, looked up, the tested form may be a part): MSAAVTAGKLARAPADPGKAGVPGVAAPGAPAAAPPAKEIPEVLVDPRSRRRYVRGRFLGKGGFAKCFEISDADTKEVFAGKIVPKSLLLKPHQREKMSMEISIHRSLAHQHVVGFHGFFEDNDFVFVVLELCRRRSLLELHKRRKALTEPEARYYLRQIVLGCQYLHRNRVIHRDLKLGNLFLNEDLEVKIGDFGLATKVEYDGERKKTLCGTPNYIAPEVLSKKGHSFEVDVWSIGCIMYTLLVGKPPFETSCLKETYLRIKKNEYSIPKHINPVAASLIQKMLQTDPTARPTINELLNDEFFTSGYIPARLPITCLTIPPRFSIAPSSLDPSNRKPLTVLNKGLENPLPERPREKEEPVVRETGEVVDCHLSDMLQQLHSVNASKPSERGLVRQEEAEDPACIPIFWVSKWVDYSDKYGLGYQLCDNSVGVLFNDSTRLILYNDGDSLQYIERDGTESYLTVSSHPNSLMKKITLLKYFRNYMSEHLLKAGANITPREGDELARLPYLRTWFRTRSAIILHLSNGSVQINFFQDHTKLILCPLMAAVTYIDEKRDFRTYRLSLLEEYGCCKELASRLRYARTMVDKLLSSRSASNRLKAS
EPAC1 antagonist: qHTS for Antagonist of cAMP-regulated guanine nucleotide exchange factor 3 (EPAC1): primary screen | Rap guanine nucleotide exchange factor 3 (Homo sapiens), O95398 | EPAC1 GEF assay, Rap1b-BODIPY-GDP exchange fluorescence | Potency, µM (top dose mostly 115 µM), without a hit: at the top dose activity change, negative = inhibition, actives largely listed as inhibitors | 0.14% of 360,000 active | AID 720709, 2013;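 also: potency is read from the fitted curve at half-maximal effect; plate controls were vehicle for no effect and positive control for full effect; nearly all actives have a fitted effect of over 50% in size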
PI5P4Ka inh: qHTS for Inhibitors of phosphatidylinositol 5-phosphate 4-kinase (PI5P4K); PI5P4Kalpha enzyme, ADP-Glo luminescence, 60 min; stronger effect = lower value; 1.2% of 330,000 active; max response, %; AID 652105, 2013; Phosphatidylinositol 5-phosphate 4-kinase type-2 alpha (Homo sapiens), P48426; active = max response of -50% or lower; inconclusive = between -30% and -50%; inactive = -30% or higher; also: value at the top dose of about 77 µM; % is scaled to controls: 0 for no effect and ±100 for the full control effect
Target sequence (P48426 whole entry, looked up): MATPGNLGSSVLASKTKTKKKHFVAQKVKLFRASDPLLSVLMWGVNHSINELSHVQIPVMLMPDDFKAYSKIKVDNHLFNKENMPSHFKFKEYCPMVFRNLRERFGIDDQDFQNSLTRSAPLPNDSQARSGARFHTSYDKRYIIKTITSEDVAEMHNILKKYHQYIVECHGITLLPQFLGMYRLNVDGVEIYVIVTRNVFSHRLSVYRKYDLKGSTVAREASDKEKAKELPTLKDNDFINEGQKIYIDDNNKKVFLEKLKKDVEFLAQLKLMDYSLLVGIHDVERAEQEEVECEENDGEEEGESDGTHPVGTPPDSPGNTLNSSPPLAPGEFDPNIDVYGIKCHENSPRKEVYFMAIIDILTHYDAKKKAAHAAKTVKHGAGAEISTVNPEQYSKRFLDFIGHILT
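Compounds were pin-transferred onto PI5P4Kalpha and substrate in HEPES pH 7.4 buffer with EGTA, CHAPS and 5% DMSO. ATP (5 microM final) started the reaction, which ran 60 minutes at room temperature before ADP-Glo detection.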
PTHR1 agonist: qHTS for PTHR1 Agonists: Primary Screen; Parathyroid hormone/parathyroid hormone-related peptide receptor (Homo sapiens), Q03431; HEK293 GP2 PTHR1 cells, GloSensor cAMP luminescence, 1 h; Potency, µM (doses to about 115 µM), inactives show top-dose activation, actives largely listed as activators; 0.075% of 410,000 active; AID 743266, 2014; also: potency is read from the fitted curve at half-maximal effect; nearly all actives have a fitted effect of over 55% in size; some results filed as inactive show a strong effect at the top dose; inactives centre near -15; many of its hits are not listed in these tables
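HEK-293-derived GP2 cells expressing PTHR1 and a GloSensor cAMP reporter, 3,000/well, plated overnight, given luciferin plus IBMX (each 0.5 mM as added) for 1 h at 37 °C, then compound for 1 h at 37 °C. Luminescence was read after 15 min at room temperature.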
HEK293 tox: qHTS of GLP-1 Receptor Inverse Agonists: Cytotox Screen. HEK293 cAMP-luciferase reporter cells, luminescence, 24 h. Potency, µM (top dose mostly 38.3 µM), for inactives: at the top dose activity change, negative = inhibition, usual class: inhibitors. 0.13% of 410,000 active. AID 624418, 2012;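 also: loss of luciferase light is scored as toxicity; potency is read from the fitted curve at half-maximal effect; % is scaled to controls: 0 for no effect and ±100 for the full control effect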
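Compound-treated cells are incubated 24 hr at 37 deg C under 5% CO2 after a 12 hour attachment period, then luciferase detection reagent is added and luminescence is measured following 12 min at room temperature; lowered signal indicates toxicity.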
EPAC1 ag: qHTS for Agonist of cAMP-regulated guanine nucleotide exchange factor 3 (EPAC1): primary screen; AID 720707, 2013; 0.073% of 360,000 active; Potency, µM (doses to about 154 µM), without a hit: at the highest dose activation, actives largely listed as activators; EPAC1 agonist qHTS, biochemical assay; response scale: 100% = response to 6.5 mM cAMP; Rap guanine nucleotide exchange factor 3 (Homo sapiens), O95398; also: potency is read from the fitted curve at half-maximal effect; nearly all actives have a fitted effect of over 60% in size
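Fluorescent GDP-exchange assay: 100 nM EPAC1 with 250 nM Rap1B preloaded with BODIPY-GDP and 50 uM GDP; compounds tested as concentration series, 5 min at room temperature, then read every 5 min for 30 min (ex 480/em 540 nm); normalized to 6.5 mM cAMP.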
IL2 activator: qHTS of IL-2 Activators | IL-2 activation reporter assay, cell-based qHTS; stimulated with anti-CD3/CD4/CD28 beads; in transgenic mouse T cells | 0.065% of 360,000 active | AID 652025, 2013 | activation, % (series mostly up to about 46 µM); in the data active = activation above about 50%; inconclusive = mostly about 30% to 49%; also: 0% is about no effect
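Readout: EGFP and DsRed signals by fluorescent plate cytometry. Unstimulated transgenic mouse T cells received compound 60 min before antibody-bead stimulation, then incubated 18 h at 37 degrees C.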
GLP1R ag: qHTS of GLP-1 Receptor Agonists; HEK293 GLP-1R CRE-luciferase, luminescence, 4-6 h; cells express a hypersensitive GLP-1R form; Glucagon-like peptide 1 receptor (Homo sapiens), P43220; Potency, µM (titrated, usually from 45.6 µM), for inactives: at the highest dose activation, most hits filed as activators; 0.007% of 380,000 active; also: potency is read from the fitted curve at half-maximal effect; % of control where 0% means no effect
GLP-1R inv ag: qHTS of GLP-1 Receptor Inverse Agonists (Inhibition Mode). Glucagon-like peptide 1 receptor (Homo sapiens), P43220. HEK293 GLP-1R CRE-luciferase, luminescence, 24 h; GLP-1R form is constitutively active. Potency, µM (doses to about 38.3 µM), for the others: top-dose activity change, negative = inhibition, hits mostly inhibitors. 1.6% of 410,000 active; also: potency is read from the fitted curve at half-maximal effect; % is scaled to controls: 0 for no effect and ±100 for the full control effect; nearly all actives have a fitted effect of over 55% in size
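Assay principle: reduced luminescence from a cAMP-responsive reporter in HEK293 cells co-expressing a constitutively active GLP-1R. Conditions: 24 hr compound incubation, 37 deg C, 5% CO2.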
Starred values were filed as active, the others as inactive; i = inactive; ? = inconclusive; · = no result given; [ ] = another dose, or the depositor's remark. Unless noted, calls follow the shape of the dose curve; as a rule, active = well fitted curve in the direction sought with a large enough effect; inconclusive = small, poorly fitted or top-dose-only effect, or another doubt; inactive = no such curve, though single readings can be large; an effect the other way counts as inactive or inconclusive. Some of the compounds tested; rates above refer to the full screens.

SMILES	PLK1 PBD inh	EPAC1 antagonist	PI5P4Ka inh	PTHR1 agonist	HEK293 tox	EPAC1 ag	IL2 activator	GLP1R ag	GLP-1R inv ag
CCOc1ccc(CC(=O)Nc2cc(=O)n(C)c(=O)n2C)cc1	4%	14%	1	i	10%[7.66 µM]	-7%	1.7	4%	8%[7.66 µM]
O=[N+]([O-])c1ccc(C[n+]2cccc3ccccc32)cc1	5%	-11%	-1	i	19%	6%	-4.0	0%	15%
CC(C)(C)c1ccc2c(c1)OC(C(=O)N/N=C\c1ccc(-c3cccc(C(=O)O)c3)o1)CO2 (stereo not given)	19µM*	7%	-16	i	-1%	-5%	-0.1	12%	62%[activator]
O=C(NCc1ccccc1Cl)C1CCN(S(=O)(=O)c2ccc(N3CCCC3=O)cc2)CC1	12µM*	5%	4	-59%[inhibitor]	6%	2%	-2.0	-1%	10%
Cc1c(CCOC(=O)C23CC4CC(CC(C)(C4)C2)C3)sc[n+]1Cc1ccccc1	?	-9%	0	-19%[57.5 µM]	-20%	7%	-1.1	-2%	?
O=C(C[C@H]1C=C[C@@H](NC(=O)Cc2cccnc2)[C@@H](CO)O1)NCc1ccc2c(c1)OCO2	10%	-11%	0	i	-1%	2%	0.4	·	-3%
COc1ccc(CCNC(=O)c2cc3c(=O)n(C)c4ccccc4c3n2C)c(OC)c1	-3%	0%	1	i	5%	12%	-0.1	6%	12%
Cc1c(NC(=O)COC(=O)/C=C/c2cccc(Cl)c2)c(=O)n(-c2ccccc2)n1C	-12%	-11%	-1	i	-6%	7%	-0.4	2%	43%[activator]
COc1cc(NC(=S)NN2CCN(C)CC2)cc(OC)c1OC	-8%	10%	3	i	3%	-9%	-1.3	6%	5%
Cc1cccc2cc(CN(CCCO)C(=O)Nc3ccc(Cl)cc3)c(=O)[nH]c12	-7%	-21%	3	-14%[57.5 µM]	-16%	14%	0.2	-3%	?
Cc1oc(-c2ccccc2)cc1C(N)=O	-4%	-6%	-1	i	12%	-1%	-2.1	6%	18%
COc1ccc2cc3cc(C(=O)Nc4ccccc4C)oc3nc2c1	·	·	·	-63%[inhibitor]	2%	·	·	2%	0%
CC1(C)Oc2ccc3ccc(=O)oc3c2/C(=C/O)C1=O	-11%	-2%	0	-2%	3%	5%	-0.5	1%	11%
CCOC(=O)C1=C(C)Nc2ccccc2N=C1NC(=O)c1oc2ccccc2c1COC	0%	-20%	-5	-12%	-10%	17%	-4.3	0%	-12%
COC(=O)c1c(-c2cccc(OC)c2)csc1N	?	-12%	7	-23%	-6%	1%	0.4	-2%	8%
OC(c1ccccc1)(c1ccccc1)C1CCN(CCCOc2ccc3c(c2)CCCC3)CC1	-6%	-16%	-1	-27%	?	-9%	-1.0	-30%[inhibitor]	7.9µM*
C=CCNC(=O)CCCCCNS(=O)(=O)c1ccc(OC)cc1	-5%	1%	·	i	-9%	-1%	1.9	-12%	2%
COC(=O)c1ccccc1NC(=O)CCCn1nc([N+](=O)[O-])c(Br)c1C	-5%	?	-4	-20%	12%	3%	-0.5	-9%	0%
CCOc1ccccc1CN1CCN(CC2=Cc3cc(OC)ccc3OC2)CC1CCO (stereo not given)	-7%	-22%	-3	i	-23%	-2%	0.4	17%	?
CCCOc1ccc(OCCSc2ncccn2)cc1	4%	-19%	-2	-40%[inhibitor]	0%	16%	-1.7	6%	?
CC(=O)N1c2ccc(S(=O)(=O)N3CCCC(C(=O)NCc4ccccc4Cl)C3)cc2CC1C (stereo not given)	1%	-2%	1	-13%	-15%	14%	-3.3	6%	3%
CCCC1(c2ccccc2)NC(=O)N(CC(=O)N2CC(=O)Nc3ccccc32)C1=O (stereo not given)	-12%	-3%	1	21%	2%	-7%	-0.1	-3%	1%
O=S(=O)(c1cccc(C(F)(F)F)c1)N1CCN(CC(O)COCc2ccccc2)CC1 (stereo not given)	-3%	-14%	-5	-29%	4%	-8%	0.1	3%	?
O=C(CCN1C(=O)C2C3CCC(C3)C2C1=O)Nc1cccc(Cl)c1 (stereo not given)	-9%	7%	4	0%	-1%	3%	-2.5	-3%	?
O=C(Nc1cccc(-c2nc3ccccc3[nH]2)c1)c1ccco1	-1%	1%	·	-1%	-10%	2%	-2.3	17%	13%

The final three records of the section before come first, to join the parts.
SMILES	PLK1 PBD inh	EPAC1 antagonist	PI5P4Ka inh	PTHR1 agonist	HEK293 tox	EPAC1 ag	IL2 activator	GLP1R ag	GLP-1R inv ag
O=S(=O)(c1cccc(C(F)(F)F)c1)N1CCN(CC(O)COCc2ccccc2)CC1 (stereo not given)	-3%	-14%	-5	-29%	4%	-8%	0.1	3%	?
O=C(CCN1C(=O)C2C3CCC(C3)C2C1=O)Nc1cccc(Cl)c1 (stereo not given)	-9%	7%	4	0%	-1%	3%	-2.5	-3%	?
O=C(Nc1cccc(-c2nc3ccccc3[nH]2)c1)c1ccco1	-1%	1%	·	-1%	-10%	2%	-2.3	17%	13%
Cc1ccc(NC(=O)CCC(=O)c2cccs2)nc1	-10%	-10%	?	-16%	7%	?	-0.7	-26%	13%
Cc1cccc(C)c1OCC(=O)Nc1ccc2c(c1)C(=O)NC2=O	-2%	0%	0	-15%	2%	5%	-3.7	-1%	9%
O=C(NC(Cc1ccccc1)C(=O)N1CCN(c2ccccc2O)CC1)c1ccccc1 (stereo not given)	-3%	-17%	-5	-16%	-13%	4%	4.2	7%	?
O=C1NCC(COCc2ccccc2)O1 (stereo not given)	-4%	-18%	-3	i	-4%	13%	0.0	-5%	13%
CN(C(=O)CS(=O)(=O)c1cn(CC(=O)N2CCCC2)c2ccccc12)c1ccccc1	-17%	10%	0	-10%	12%	4%	-4.8	-8%	0%
Cc1cc(C(=O)NNC(=O)c2c(-c3c(Cl)cccc3Cl)noc2C)no1	2%	-1%	-1	i	-14%	8%	0.4	-9%	-11%
O=C(Nc1nc(-c2nc3ccccc3s2)cs1)C1COc2ccccc2O1 (stereo not given)	5%	-11%	-1	-22%	?	3%	-1.6	-3%	?
Cc1sc(NC(=O)C2CSC3(C)CCC(=O)N23)nc1-c1ccccc1 (stereo not given)	-8%	-1%	1	-10%	-24%	9%	-4.9	-1%	?
Cc1ccc(C)c(Nc2nn3c(=O)c4ccc(C(=O)NC5CCCCC5)cc4nc3s2)c1	·	·	·	i	0%	·	·	?	42%[activator]
O=C(C1CC1)n1cc(C(=S)N2CCOCC2)c2ccccc21	-5%	2%	1	i	4%	4%	0.0	16%	4%
CC(C)CN(C(=O)C1CCC1)c1c(N)n(Cc2ccccc2)c(=O)[nH]c1=O	-19%	-10%	2	?	18%	3%	0.4	-9%	15%
COCCn1c(C)cc2c(c1=O)C(c1ccco1)C(C#N)=C(N)O2 (stereo not given)	-14%	-12%	·	i	3%	8%	-1.2	-16%	8%
Cc1cc(NS(=O)(=O)c2ccccc2)ccc1NS(=O)(=O)c1ccccc1	2%	7%	-9	-10%	-13%	-9%	0.7	12%	-3%
O=C(NC(NNc1ccc([N+](=O)[O-])cc1)(C(F)(F)F)C(F)(F)F)c1ccccc1Cl	?	-22%	·	-24%[57.5 µM]	-22%	14%	-2.1	-11%	0%
O=S1(=O)CCOCCCN1Cc1cccc(F)c1	-13%	1%	-6	4%	-10%	0%	-4.2	-1%	15%
Cc1ccc(CNC(=O)Cn2c(=O)ccc3cc(S(=O)(=O)N4CCCC4)ccc32)cc1	·	·	·	i	-6%	·	·	-1%	2%
CC(C)C[C@H](NC(=O)c1nc[nH]c1C(=O)NCC(=O)OC(C)(C)C)C(=O)OCc1ccccc1	-6%	-23%	14	-24%	-6%	-34%[inhibitor]	0.2	1%	?
Cc1ccc(/C=N\NC(=O)Cc2noc3ccccc23)cc1	-1%	-6%	4	i	-11%	3%	-0.5	0%	-1%
Cc1cccc(C(C)C)c1NC(=O)COC(=O)C1CC(=O)N(Cc2ccccc2)C1 (stereo not given)	-3%	10%	-5	-9%	11%	-7%	-0.8	-3%	-3%

4 compounds from above, arranged by SMILES length, low to high:
SMILES	PLK1 PBD inh	EPAC1 antagonist	PI5P4Ka inh	PTHR1 agonist	HEK293 tox	EPAC1 ag	IL2 activator	GLP1R ag	GLP-1R inv ag
COCCn1c(C)cc2c(c1=O)C(c1ccco1)C(C#N)=C(N)O2 (stereo not given)	-14%	-12%	·	i	3%	8%	-1.2	-16%	8%
Cc1cc(NS(=O)(=O)c2ccccc2)ccc1NS(=O)(=O)c1ccccc1	2%	7%	-9	-10%	-13%	-9%	0.7	12%	-3%
CC(C)CN(C(=O)C1CCC1)c1c(N)n(Cc2ccccc2)c(=O)[nH]c1=O	-19%	-10%	2	?	18%	3%	0.4	-9%	15%
Cc1ccc(CNC(=O)Cn2c(=O)ccc3cc(S(=O)(=O)N4CCCC4)ccc32)cc1	·	·	·	i	-6%	·	·	-1%	2%
